# CHT block – human CHT choline transport inhibition | Q9GZV3 | CHT-expressing cells, membrane potential dye, choline response; stronger effect = lower value | B-score at 10 µM | actives 0.86% (n = 310,000);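 active = B-score over 3 SD under the library average, and starting fluorescence ratio not unusually high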;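 also: choline stimulus applied at its EC90 after an EC20 pre-addition; B-score computed on integrated fluorescence ratio after choline addition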
# Target sequence (Q9GZV3 whole entry, looked up): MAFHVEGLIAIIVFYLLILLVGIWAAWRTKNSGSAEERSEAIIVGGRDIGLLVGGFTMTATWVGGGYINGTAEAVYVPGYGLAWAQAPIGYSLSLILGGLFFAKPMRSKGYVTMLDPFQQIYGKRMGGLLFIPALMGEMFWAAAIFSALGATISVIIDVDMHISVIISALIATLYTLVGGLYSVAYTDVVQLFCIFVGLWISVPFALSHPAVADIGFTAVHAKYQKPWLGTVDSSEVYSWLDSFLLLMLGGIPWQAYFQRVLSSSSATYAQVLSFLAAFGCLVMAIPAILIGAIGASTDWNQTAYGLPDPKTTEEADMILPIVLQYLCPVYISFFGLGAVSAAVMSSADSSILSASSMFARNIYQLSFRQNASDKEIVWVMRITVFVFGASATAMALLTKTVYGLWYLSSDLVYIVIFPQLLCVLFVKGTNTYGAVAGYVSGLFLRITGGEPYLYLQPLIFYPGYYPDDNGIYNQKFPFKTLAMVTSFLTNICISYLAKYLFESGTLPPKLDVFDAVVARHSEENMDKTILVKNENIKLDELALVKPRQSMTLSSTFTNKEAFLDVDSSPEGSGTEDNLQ
# CHT PAM – allosterically activates the human high affinity choline transporter. B-score at 10 µM. actives 0.49% (n = 310,000). Q9GZV3. CHT-expressing cells, membrane potential dye, choline EC20; stronger effect = higher value; LV-AA mutant CHT in HEK293 cells;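 active = initial fluorescence not abnormally high and integrated response B-score, plate-corrected, over 3 SD above library mean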
# * hit, by the source's call; i = inactive.
SMILES,CHT block,CHT PAM
CCC(CC)C(=O)Nc1cc([N+](=O)[O-])ccc1F,i,i
CC1(OC(=O)CCc2ccccc2)C(=O)C=C2C=C(c3ccc(C#N)cc3)N(CCN3CCOCC3)C=C2C1=O (configuration not stated),i,i
CCCCC1CCC(C(=O)N2CCOCC2)CC1 (configuration not stated),i,i
Cc1ccccc1N(CC(=O)NCc1ccc2c(c1)OCO2)C(=O)CCC(=O)Nc1ccccn1,i,i
CCOC(=O)C[C@H]1c2cc(F)ccc2S(=O)(=O)N1c1cccc(OC)c1,i,i
O=C(O)/C=C/C(=O)Nc1ccc(C2(c3ccc(NC(=O)/C=C/C(=O)O)cc3)c3ccccc3-c3ccccc32)cc1,i,i
Cc1cccc(-c2nc(CSCC(=O)NCCCN3CCOCC3)c(C)o2)c1,i,i
Cc1ccc(N2CC(NS(=O)(=O)c3cccnc3)CC2=O)cc1 (configuration not stated),i,i
Nc1nc(Nc2cccc(F)c2)nc2ccccc12,i,i
CC(C)Cc1nnc(NC(=O)c2cc3c(s2)CCC3)s1,i,i
CCCCOC(=O)Nc1sc2nc(C)cc(C)c2c1-n1cccc1,i,i
CSCC[C@H](NC(=O)[C@H](Cc1ccccc1)n1c(=O)[nH]c2ccccc2c1=O)C(=O)N1CCC[C@H]1C(=O)O,i,i
N#Cc1ccccc1NC(=O)Nc1ccccc1,i,i
COc1ccc(N2C(=O)C3CCCN3C2=O)cc1 (configuration not stated),i,i
CC(C)(C)c1ccc(/C=N/N2C(=O)CSC2=S)cc1,i,i
O=C(CCCCCN1C(=O)c2ccccc2C1=O)Nc1ccc(F)cc1,i,i
CCOc1ccc(NC(=O)c2cc3ccccc3cc2OC)cc1,i,i
O=S(=O)(NC1CCCCC1)c1ccc(S(=O)(=O)N2CCN3CCCC3C2)cc1 (configuration not stated),i,i
Clc1cccc(Cl)c1/C=N\Nc1nccs1,i,i
COc1ccc(NC(=O)CSc2nc(N)c(NC(=O)c3cccs3)c(=O)[nH]2)cc1,i,i
Cc1ccc(CN2CCNC2=O)cc1,i,i
c1ccc(-c2ncc3ccccn23)cc1,i,i
Cc1cc([N+](=O)[O-])ccc1NC(=O)CN1C2CCC1CC(NC(=O)NC13CC4CC(CC(C4)C1)C3)C2 (configuration not stated),i,i
CCOC(=O)c1c(-c2cccc([N+](=O)[O-])c2)csc1N,i,i
NC(c1ccccc1)c1cccnc1 (configuration not stated),i,i
CCCS(=O)(=O)N1CCC(C(=O)NCCN(C)Cc2ccccc2)CC1,i,i
Cc1cc(F)ccc1NC(=O)C1CCN(S(=O)(=O)c2ccc3c(c2)CCCC(=O)N3)CC1,i,i
Cc1ccc(NC2=CC(=O)CC(C)(C)C2)cc1Cl,i,i
CCn1c(SCC(=O)Nc2ccc(OC)cc2OC)nc2nc3c(cc2c1=O)COC(C)(C)C3,i,i
CCN(CC)S(=O)(=O)c1ccc2c(c1)nc(CCC(=O)OCC(=O)N1CCc3ccccc31)n2C,i,i
COc1cccc(OC)c1NC(=O)CN1CCN(C)CC1,i,i
O=C(CCC(=O)OCCCC(F)(F)C(F)(F)F)Nc1ccc(Cl)cc1Cl,i,i
CCOC(=O)CC1(NC(=O)C2CCC(=O)N(Cc3ccccc3OC)C2)CCCCC1 (configuration not stated),i,i
O=C1c2ccccc2C(=O)N1c1ccccc1S(=O)C(F)(F)F (configuration not stated),i,i
COc1ccc(CCNc2ccc(C(CC(N)=O)NC(=O)c3ccccc3)cc2[N+](=O)[O-])cc1 (configuration not stated),i,i
COc1ccc(S(=O)(=O)N(C)c2ccc(C(=O)Nc3cccnc3)cc2)cc1,i,i
O=C(CNC(=O)c1ccccc1Cl)OC1CCOC1=O (configuration not stated),i,i
CC(=O)N1CCN(c2ccc(NCc3cccc4ccccc34)cc2)CC1,i,i
Cc1ccc(S(=O)(=O)NCCNS(=O)(=O)c2ccc(C)cc2)cc1,i,i
O=C(Nc1nc(-c2cc3ccccc3oc2=O)cs1)c1ccc(Br)o1,i,i
CCN(CC)c1ccc2cc(C(=O)NCc3ccc(F)cc3)c(=N)oc2c1,i,i
COc1ccc(Cc2nnc(SCC(=O)N3CCCCC3)o2)cc1,i,i
c1ccc(-c2noc(-c3ccc4ccccc4c3)n2)nc1,i,i
O=C(NNc1ccccc1[N+](=O)[O-])Nc1ccc(Cl)c(Cl)c1,i,i
COc1ccc(/C(O)=C2/C(=O)C(=O)N(CCN3CCOCC3)C2c2ccccn2)cc1OC (configuration not stated),i,i
CCC(CC)C(=O)OCC(=O)Nc1cccc([N+](=O)[O-])c1,i,i
COc1ccc(-c2cc(=O)c3cc(O)ccc3o2)cc1,-7.3*,i
O=C(O)/C=C/C(=O)N1CCN(S(=O)(=O)c2cccc(C(F)(F)F)c2)CC1,i,i

# 2 entries from above, field by field.
c1ccc(-c2noc(-c3ccc4ccccc4c3)n2)nc1
  CHT block: i | CHT PAM: i
O=C(NNc1ccccc1[N+](=O)[O-])Nc1ccc(Cl)c(Cl)c1
  CHT block: i | CHT PAM: i

# Later entries
SMILES,CHT block,CHT PAM
CSCCC(N=C1NS(=O)(=O)c2ccccc21)C(=O)N1CCCC(C(N)=O)C1 (configuration not stated),i,i
Cc1cccc(N2CCN(Cc3nc(CC4CC4)no3)CC2)n1,i,i
Cc1cccc(N(C(=O)CCC(=O)Nc2cc(C)on2)C(C(=O)NC2CCCC2)c2ccccc2)c1 (configuration not stated),i,i
Cc1c(NC(=O)CSCc2ccco2)c(=O)n(-c2ccccc2)n1C,i,i
CC(C)Cn1cnc2c1c(=O)n(CC(=O)O)c(=O)n2Cc1ccccc1,i,i
CCOC(=O)C(NC(C)=O)(Nc1ccc(S(N)(=O)=O)cc1)C(F)(F)F (configuration not stated),i,i
Cc1ccc(C(=O)Nc2ccc(NC(=O)c3ccco3)c(C)c2)cc1,i,i
OC(CNC1CCCc2ccccc21)COc1c(Cl)cccc1Cl (configuration not stated),i,i
CC(O)CSc1nc2c(c(=O)[nH]c(=O)n2C)n1Cc1ccccc1Cl (configuration not stated),i,i
O=C(Nc1ccccc1C(F)(F)F)c1ccccc1Br,i,i
O=C(O)c1cccc(NC(=O)c2ccc3c(c2)C(=O)N(Cc2ccco2)C3=O)c1,i,i
Cc1nn(Cc2cccc(C(=O)N3CCCC(C)C3)c2)c(C)c1[N+](=O)[O-] (configuration not stated),i,i
CC(C)(C)c1nc(SCC(=O)N2CC(=O)Nc3ccccc32)c2ccccc2n1,i,i
Cc1nn(Cc2ccccc2Cl)c2sc(C(=O)Nc3ccccc3N3CCOCC3)cc12,i,i
O=C(CCC1N=C2c3ccccc3N=C(SCc3ccccc3Cl)N2C1=O)NCc1ccco1 (configuration not stated),i,i
COc1ccc(NC(=S)N(CCCN2CCOCC2)Cc2ccccn2)cc1,i,i
CCOc1cc(C(=S)N2CCOCC2)ccc1OS(=O)(=O)c1ccc(OC)cc1,i,i
CC(NC(=O)[C@H](Cc1c[nH]c2ccccc12)NC(=O)[C@@H]1Cc2ccccc2CN1)c1ccccc1 (some centres not stated),i,i
Fc1cccc(Cl)c1CSc1nnc2ccccn12,i,i
CS(=O)(=O)c1nc(S(=O)(=O)c2ccc(Cl)cc2)c(NCCCn2ccnc2)s1,i,i
CSCCC(NC(N)=O)C(=O)N(C)CC(=O)Nc1ccc(C)cc1 (configuration not stated),i,i
COc1ccc(N(CC(=O)Nc2ccc3c(c2)OCO3)S(=O)(=O)c2ccc(C)cc2)cc1OC,i,i
CCCCc1nc(SCC(=O)Nc2nnc(CCCC)s2)n[nH]1,i,i
Cc1ccccc1N=C1NC(=O)CS1,i,i
Cc1ccc(C)c(NC(=O)c2cnccn2)c1,i,i
CCN(CC)CCNC(=O)c1ccc(NC(=O)c2ccc3c(c2)CCC3)cc1,i,i
COc1cccc(/C=C/C(=O)OCC(=O)NCC2CCCO2)c1OC (configuration not stated),i,i
COc1cc(/C=C2\SC(=S)N(NC(=O)c3cccc(O)c3)C2=O)ccc1O,i,i
CCCOc1ccc(NC(=O)CC2C(=O)N(C)C(=S)N2Cc2ccc3c(c2)OCO3)cc1 (configuration not stated),i,i
CN(C)c1ccc(/C=N/NC(=O)C2CC2c2ccccc2)cc1 (configuration not stated),i,i
CCCc1nn(-c2ccccc2)c2c1C(c1cccs1)C(C#N)=C(N)O2 (configuration not stated),i,i
NC(=O)CSc1nc2ccccc2c(=O)n1Cc1ccco1,i,i
CCC(=O)Nc1c(S(=O)(=O)c2ccc(C)cc2)c2nc3ccccc3nc2n1C(C)c1ccccc1 (configuration not stated),i,i
Cc1cnc(=O)[nH]c1SCc1ccc([N+](=O)[O-])cc1,i,i
Cc1cccc(C(=O)Nc2scc(-c3ccc(Br)cc3)c2C(=O)O)c1,i,i
CC1Sc2ccc(S(=O)(=O)CCC(=O)N3CCc4ccccc43)cc2NC1=O (configuration not stated),i,i
COc1cccc(NC(=O)CN(C)C(=O)CC(C)c2ccccc2)c1 (configuration not stated),i,i
CC(C)(C)c1nnc2sc(SCC(=O)c3ccccc3)nn2c1=O,i,i
CCc1cc(=O)oc2cc(C)cc(OCC(=O)NCCCN3CCOCC3)c12,i,i
COc1cccc(CN2CC(C(=O)N(C)CCCC3CCCC3)CCC2=O)c1 (configuration not stated),i,i
O=C(COc1cccc2c1CCN(Cc1ccc(Br)cc1)C2=O)N1CCOCC1,i,i
Cc1ccc(SCCC(=O)NC(C)C)cc1,i,i
O=C1CSc2ccc(C(=O)NCCC3=CCCCC3)cc2N1,i,i
CCn1c(Cc2ccccc2)nnc1SCC(=O)Nc1nc2ccccc2s1,i,i
CO/N=C/c1ccc(N2CCN(C(=O)c3cccc(Cl)c3)CC2)c([N+](=O)[O-])c1,i,i
CCn1c(COc2cccc(C)c2)nnc1SCC(=O)CC(=O)Nc1ccccc1OC,i,i
CSCCC(NS(=O)(=O)c1ccc(C)c(C(=O)O)c1)C(=O)O (configuration not stated),i,i
O=C(CSc1n[nH]c(=O)n1C1CC1)NCc1ccccc1Cl,i,i

# Sorted by count of non-hydrogen atoms (rising): some entries from above.
SMILES,CHT block,CHT PAM
Cc1ccc(CN2CCNC2=O)cc1,i,i
Cc1ccc(NC2=CC(=O)CC(C)(C)C2)cc1Cl,i,i
Cc1cnc(=O)[nH]c1SCc1ccc([N+](=O)[O-])cc1,i,i
CC(C)Cc1nnc(NC(=O)c2cc3c(s2)CCC3)s1,i,i
O=C1c2ccccc2C(=O)N1c1ccccc1S(=O)C(F)(F)F (configuration not stated),i,i
CCCCOC(=O)Nc1sc2nc(C)cc(C)c2c1-n1cccc1,i,i
O=C(Nc1nc(-c2cc3ccccc3oc2=O)cs1)c1ccc(Br)o1,i,i
CC(C)Cn1cnc2c1c(=O)n(CC(=O)O)c(=O)n2Cc1ccccc1,i,i
CCN(CC)c1ccc2cc(C(=O)NCc3ccc(F)cc3)c(=N)oc2c1,i,i
CCn1c(Cc2ccccc2)nnc1SCC(=O)Nc1nc2ccccc2s1,i,i
O=C(O)c1cccc(NC(=O)c2ccc3c(c2)C(=O)N(Cc2ccco2)C3=O)c1,i,i
CCCOc1ccc(NC(=O)CC2C(=O)N(C)C(=S)N2Cc2ccc3c(c2)OCO3)cc1 (configuration not stated),i,i
COc1ccc(/C(O)=C2/C(=O)C(=O)N(CCN3CCOCC3)C2c2ccccn2)cc1OC (configuration not stated),i,i
COc1ccc(N(CC(=O)Nc2ccc3c(c2)OCO3)S(=O)(=O)c2ccc(C)cc2)cc1OC,i,i
CCC(=O)Nc1c(S(=O)(=O)c2ccc(C)cc2)c2nc3ccccc3nc2n1C(C)c1ccccc1 (configuration not stated),i,i
CC1(OC(=O)CCc2ccccc2)C(=O)C=C2C=C(c3ccc(C#N)cc3)N(CCN3CCOCC3)C=C2C1=O (configuration not stated),i,i

# Continued:
SMILES,CHT block,CHT PAM
CCOC(=O)C1CCCN(Cc2cn(C)nc2-c2ccc3c(c2)OCCO3)C1 (configuration not stated),i,i
O=C(CN1CCCCC1)N1CCCc2c1c(=O)oc1ccc(OCc3ccccc3)cc21,i,i
Cc1cc(C)nc(NS(=O)(=O)c2ccc(NC(=O)CSc3ncn[nH]3)cc2)n1,i,i
CC(=O)c1ccc(NC(=O)COC(=O)c2ccccc2Nc2ccccc2)cc1,i,i
O=C(NCc1ccccc1)C1CCCN(c2nc3ccsc3c(=O)s2)C1 (configuration not stated),i,i
CC(C)C(CO)NC(=O)CC(=O)NC(CO)C(C)C (configuration not stated),i,i
Nc1ccccc1C(O)(Cc1ccccc1)c1ccccc1 (configuration not stated),i,i
CCCCCc1ccc(OCCC[n+]2ccccc2)c(CCCCC)c1,-15*,i
O=C(O)c1c2c(nc3ccccc13)/C(=C/c1ccc(OC(F)F)cc1)CCC2,i,i
CCCNC(=O)Cn1c(=O)oc2ccccc21,i,i
CCn1ncc(Br)c1C(=O)Nc1nccs1,i,i
C=CCN1CC(C(=O)N2CCC(Cc3ccc(Cl)cc3)(C(=O)OCC)CC2)CC1=O (configuration not stated),i,i
Cc1nnc(SCC(=O)Nc2ccc(C(N)=O)cc2)n1-c1ccccc1,i,i
CC(=O)Nc1ccc(NC(=O)C(C)OC(=O)C2(c3ccc(Cl)cc3)CCCC2)cc1 (configuration not stated),i,i
Cc1nn(CC2CC2)c(=O)n1-c1ccccc1,i,i
O=C1NC(=Nc2cccc(O)c2)S/C1=C\c1cccc([N+](=O)[O-])c1,i,i
COc1ccc(-c2[nH]ncc2CN(C)C(C)c2cccs2)c(F)c1 (configuration not stated),i,i
CN(C)C(=O)CSc1nnc(-c2ccc(S(=O)(=O)N3CCCC3)cc2)n1C,i,i
O=C(NCCc1cccc(F)c1)C1CCC(=O)N(CCCc2ccccc2)C1 (configuration not stated),i,i
COc1ccc(CCNC(=O)C(C)c2ccc([N+](=O)[O-])cc2)cc1 (configuration not stated),-5.5*,i
Cc1nn(Cc2ccccc2Cl)c(C)c1NC(=O)Cn1nc([N+](=O)[O-])c(Cl)c1C,i,i
COc1ccc(NC(=O)C2CCN(S(C)(=O)=O)CC2)cc1,i,i
COc1ccc(S(=O)(=O)N2CCN(CC(=O)Nc3cc(OC)cc(OC)c3)CC2)cc1,i,i
O=C1CC(N2CCN(Cc3ccccc3)CC2)C(=O)N1CCc1ccccc1 (configuration not stated),i,i

# Source: PubChem (Johns Hopkins Ion Channel Center)
